NCI-60 one-dose screen, 48 h, at 10 µM unless noted. Numbers give growth in % (100 = growth as untreated, 0 = no growth, -100 = all killed).
MOLT-4: MOLT-4 leukemia cells. 80,000 tested, 6.9% active. AID 1794779
A549/ATCC: A549/ATCC NSCLC; 81,000 tested, 3.7% active
HOP-92: HOP-92 NSCLC cells; 71,000 tested, 6.3% active
M14: M14 melanoma | AID 1794745 | 80,000 tested, 6.2% active
CCRF-CEM: CCRF-CEM leukemia; AID 1794778; 77,000 tested, 7% active
EKVX: EKVX NSCLC; 71,000 tested, 3% active; AID 1794765
RPMI-8226: RPMI-8226 leukemia cells; AID 1794781; 77,000 tested, 7.5% active
HOP-62: HOP-62 NSCLC; 80,000 tested, 3.9% active
Starred values were filed as active, the others as inactive; . = no result given; & = joins results of further samples. The calls were made as follows: active = growth percent below 10; inactive = the rest.

Start of the listing, in advance (2 entries):
SMILES	MOLT-4	A549/ATCC	HOP-92	M14	CCRF-CEM	EKVX	RPMI-8226	HOP-62
COc1ccc(OC)c(-c2nc(SCC(=O)c3ccc(F)cc3)[nH]c(=O)c2C#N)c1	94	103	92	103	63	99	109	97
Oc1cccc(-c2nc3sccn3c2-c2ccccc2)c1	100	104	91	97	102	84	98	96

The list itself, repeating the preview:
SMILES	MOLT-4	A549/ATCC	HOP-92	M14	CCRF-CEM	EKVX	RPMI-8226	HOP-62
COc1ccc(OC)c(-c2nc(SCC(=O)c3ccc(F)cc3)[nH]c(=O)c2C#N)c1	94	103	92	103	63	99	109	97
Oc1cccc(-c2nc3sccn3c2-c2ccccc2)c1	100	104	91	97	102	84	98	96
OC(c1cccc(C(F)(F)F)c1)c1cnccc1OC1CCCCCC1 (centres undefined)	79	72	76	82	85	55	44	88
Fc1ccc(Cn2cc(CSc3nc4ccccc4o3)nn2)c(F)c1	87	100	111	106	106	110	108	103
Cc1ccc(N=Cc2ccccc2O)cc1C	.	95	.	113	48	.	100	104
COc1ccc(C2=NNC(c3cn(-c4ccccc4)nc3-c3ccc([N+](=O)[O-])cc3)C2)cc1 (centres undefined)	55	86	110	73	82	88	89	45
N#Cc1c(-c2ccccc2)cc(-c2c[nH]c3ccccc23)nc1-c1c[nH]c2ccccc12	102	99	92	101	103	83	101	93
O=C(Cn1cc(CN2CCN(c3ccnc4cc(Cl)ccc34)CC2)nn1)Nc1cccc(Cl)c1	53	92	62	60	40	97	41	72
O=C(CSc1nc2ccccc2c(=O)n1-c1ccccc1)N/N=C/c1ccc(Oc2ccc(Cl)cc2)cc1	59	42	67	49	50	59	73	59
CCCCCOC(=O)/C=C/c1ccccc1	100	103	111	88	104	95	116	98
Cc1nc2sc(C(=O)Nc3cncc4ccccc34)c(N)c2cc1C(C)O (centres undefined)	94	103	90	96	108	97	100	85
CC(Cl)C(=O)Oc1ccc(Cl)cc1 (centres undefined)	113	101	94	109	86	100	90	92
CCOc1cccc(/C=N/NC(=O)Cc2ccc(Nc3ccnc(C(F)(F)F)c3)cc2)c1O	41	47	47	3.2*	-22*	20	4.3*	7.9*
Cc1ccc2c(c1)c(-c1nc(-c3c[nH]c4ncccc34)cs1)cn2C	75	88	84	101	78	35	73	105
Cc1cc([N+](=O)[O-])ccc1P(=O)(O)c1ccc([N+](=O)[O-])cc1C	90	105	86	112	95	105	98	89
CCCNC(=S)NC	92	97	101	115	118	96	128	104
O=C(Oc1ccc(/C=C/c2cc(OC(=O)c3ccccc3)cc(OC(=O)c3ccccc3)c2)cc1)c1ccccc1	105	99	88	101	103	103	97	107
CN(C)CCNC(=O)c1cc2c3cc(Cl)ccc3[nH]c2c2ncccc12	-12*	9.5*	2.9*	-81*	-13*	22	-11*	24
C=Cn1c(C(=O)c2c[nH]c3ccccc23)n[nH]c1=S	93	82	75	101	93	75	69	72
C=CCn1c(SCC(=O)Nc2ccc(C(=O)/C=C/c3ccc(OC)cc3)cc2)nnc1-c1cc(-c2ccc(S(C)(=O)=O)cc2)nc2ccccc12	71	95	112	100	69	92	75	94
NC(=S)NN=C(c1ccc(O)cc1)c1ccc(O)cc1	77	95	100	105	43	84	100	97
C=C(C)[C@@H]1CC[C@]2(C)[C@H](CC=C3[C@@H]4CC(C)(C)CC[C@]4(CO)CC[C@]32C)[C@@]1(C)CCCN	-36*	-71*	42	-65*	-18*	97	-48*	64
COc1ccc(-c2nnc(CCC(=O)c3nc4ccccc4[nH]3)o2)cc1	80	104	.	96	94	80	98	105
Cc1ccc(-c2cc(-c3ccccc3)[nH]c(=O)c2C#N)cc1	91	77	46	111	77	83	77	85

2 records picked at random from the list so far:
SMILES	MOLT-4	A549/ATCC	HOP-92	M14	CCRF-CEM	EKVX	RPMI-8226	HOP-62
Cc1cc([N+](=O)[O-])ccc1P(=O)(O)c1ccc([N+](=O)[O-])cc1C	90	105	86	112	95	105	98	89
O=C(Oc1ccc(/C=C/c2cc(OC(=O)c3ccccc3)cc(OC(=O)c3ccccc3)c2)cc1)c1ccccc1	105	99	88	101	103	103	97	107

Following part:
SMILES	MOLT-4	A549/ATCC	HOP-92	M14	CCRF-CEM	EKVX	RPMI-8226	HOP-62
Brc1cn2ccnc2c(-c2ccc3ncn(C4CCCCC4)c3c2)n1	74	91	69	104	92	88	85	78
Cn1c2ccccc2c2c3c(c4c5cc(F)ccc5oc4c21)C(=O)N(O)C3=O	24	87	70	74	18	85	84	45
CC(C)(C)c1ccc(S(=O)(=O)Oc2ccc3c(ccn3C(=O)C34CC5CC(CC(C5)C3)C4)c2)cc1	98	101	103	101	101	93	.	100
COc1ccc(-c2nc3ncccn3c2-c2nc3ccc(OC)cc3[nH]2)cc1	.	98	89	96	.	.	72	104
CC(=Nc1ccccc1)C1=C(O)C(Cc2ccccc2)NC1=O (centres undefined)	0.2*	-29*	-9.1*	-17*	-11*	23	.	17
CN1C/C(=N\N=C(N)N)N(C)C1=O	103	100	92	100	101	.	101	96
Cc1ccc(C(=O)C[n+]2ccn(CC(=O)Nc3cccc4cccnc34)c2)cc1	97	85	51	94	97	80	45	93
O=C(/C=C1\C=CN(CCCO)c2ccccc21)n1ccc2ccccc21	104	107	90	93	95	82	105	81
O=C(COc1ccc(/C=C2\Oc3ccccc3C2=O)cc1)Nc1nccs1	42	98	34	105	0.0*	84	40	87
COC(=O)[C@@H](Cc1c[nH]c2ccccc12)NC(=O)COc1cc(O)c2c(=O)cc(-c3ccccc3)oc2c1	64	94	95	97	86	90	76	114
COc1ccc(C(O)C#N)cc1OC (centres undefined)	104	97	.	112	96	100	96	111
O=C(O)CN1CCc2c(sc3ncnc(N/N=C/c4cccc5ccccc45)c23)C1	108	102	106	113	.	119	.	115
Cc1nn(-c2ccccc2)c2c1C(c1ccc(Cl)cc1)CC(=O)N2 (centres undefined)	97	101	83	108	78	102	90	114
COc1c(O[C@@H]2OC[C@@H](O)[C@H](O)C2O)cc2oc3cc(O)c(CC=C(C)C)c(O)c3c(=O)c2c1CC=C(C)C (some centres undefined)	41	77	75	75	79	91	95	75
CC(C)CCSc1nc(NC2CC2)c(C#N)c(-c2ccc(F)cc2)n1	83	59	.	107	84	87	81	50
COc1cccc(C2=C(Br)C(=O)c3nc(C)ccc3C2=O)c1	56	38	77	38	29	46	53	41
CSc1ncnc2[nH]ncc12	100	98	106	112	.	107	108	106
Nc1ncnc(Nc2ccc(S(=O)(=O)O)cc2)n1	100	105	69	91	96	109	97	114
CCOC(=O)c1sc2nc(-c3ccncc3)nc(N3CCOCC3)c2c1C	82	90	83	123	101	87	90	102
COc1cc(C2C3=C(CCCC3=O)N(c3sc4c(c3C#N)CCCC4)c3nc(N)c(C#N)c(N)c32)cc(OC)c1OC (centres undefined)	109	70	.	97	102	.	81	52
CCCCCCCCC1(C)CCC(=O)O1 (centres undefined)	101	96	57	96	.	.	103	100
CCN(CC)Cc1nc2ccccc2c(=O)n1/N=C/c1ccc(C)cc1	101	100	101	103	105	102	105	95
Cc1ccc(C)c2c1sc1nc3nc4sc5cc(Cl)c(Cl)cc5n4c(=N)c3c(=O)n12	88	106	62	92	80	86	82	80
O=C(c1ccccc1)C1CCNCC1	117	106	89	112	96	107	114	103
COc1ccc(-c2cn[nH]c2-c2cc(OC)c3c(c2)OCO3)cc1	4.0*	20	33	16	2.1*	.	-1.3*	22
O=c1ccc(=O)n(CCc2ccccn2)[nH]1	106	90	90	106	113	99	113	118
Nc1nccc2c1ccn2-c1ccc(NC(=O)c2ccc(N3CCOCC3)c(C(F)(F)F)c2)cc1	-3.7*	12	-25*	-62*	18	37	-30*	-43*
N#Cc1c(-c2ccc(Cl)cc2)c(C#N)c2c(C#N)c(N)nn2c1N	79	77	61	103	74	68	74	79
Cc1cccc(/C(=C/c2ccc([N+](=O)[O-])cc2)C(=O)O)c1	91	110	102	120	108	.	101	105
CS(=O)(=O)Nc1cccc(-n2cnc3cc(-c4ccc(O)cc4)ccc32)c1	24	54	97	26	22	52	27	32
Clc1ccc(/C=N\N2CCCCCC2)cc1	99&109	104&94	.	111&104	101	91&89	107	96&105
COc1ccc(C2=Nn3c(nnc3-n3[nH]c(=O)c4ccccc4c3=O)SC2)cc1	100	104	94	98	105	100	103	102
CCCCCCCCCCCCCCCCCCNC(=O)[C@H]1CSC(c2cccs2)N1 (some centres undefined)	3.9*	8.2*	46	-85*	-33*	3.9*	-51*	-90*
CCOC(=O)c1c2c(cn1Cc1ccccc1)-c1oncc1CC2	100	95	62	111	96	91	100	.
COc1ccc(/C=c2\sc3n(c2=O)NC2C(N=3)N(C)C(=O)N2C)cc1 (centres undefined)	102	100	100	96	96	98	96	101
C[N+](C)(C)CCNC(=O)c1ccc(OCc2ccccc2C(F)(F)F)cc1	99	103	93	103	95	96	.	109
CNc1ccc2c(c1)c1ccccc1n2C	88	105	99	116	109	106	110	100
NCCCCCC(=O)O	108&89&105	100&100&94	90&97	106&99&104&109	108&90&101	92&108&114&109	95&100	98&105&105&100
CCCN1C(=O)N(CCC)C2C1NN=C1SC(c3ccccc3)=CC(=O)N12 (centres undefined)	86	95	78	103	94	100	98	103
NCCNCCCc1cccs1	92	101	79	103	95	102	98	95
Cc1ccc(C2C3CSCN3[C@@]3(C(=O)Nc4ccccc43)C2C(=O)c2nc3ccccc3[nH]2)cc1 (some centres undefined)	79	75	87	75	90	72	80	105
CCOC(=S)SCc1cc(=O)oc2ccc(Cl)cc12	91	94	86	72	53	91	26	105
CO[C@]1(CO)O[C@@H](n2cc(C)c(=O)[nH]c2=O)C[C@@H]1O	93	79	108	101	85	103	98	88
COc1cc(N(C)c2ccnc3ccc(C(F)(F)F)cc23)cc(OC)c1OC	68	66	55	83	84	96	83	80
COc1cccc(Cn2cc3c(c2)-c2oncc2CC3)c1	27	28	97	13	15	27	38	.
O=C(Nc1ccc(C2CCNCC2)cn1)c1ccccc1	69	87	90	103	77	104	93	95
COc1cc(CN(CCC(O)N2CCCC2=O)Cc2ccccc2)cc(OC)c1OC (centres undefined)	100	101	.	104	97	117	98	99
COc1ccc(-c2nc3c(c(-c4ccccc4)nn3-c3ccccc3)c(-c3ccc(N4CCN(C)CC4)cc3)c2C#N)cc1	69	89	83	104	85	104	87	103
COc1cc(-c2nn(-c3cccc(NC(=O)c4ccc(Br)c(C)c4)c3)cc2-c2ccncc2)ccc1Cl	69	78	51	75	75	.	65	92
C/C(=N\Nc1ccc(Cl)cc1)C(=O)O	38	46	85	42	42	60	.	53
COc1ccc(C(=O)n2c(C)ccc2C)cc1	78	101	110	98	90	.	99	102
CCN(CC)CCNc1ccccc1	97	100	98	102	84	103	105	85
CC(=O)Cc1nsc(NC(=O)c2ccoc2COc2ccc(C)cc2)n1	109	108	107	103	108	98	102	101
COc1cc2cn3c4ccc(O)cc4nc(N)c3c2cc1OC	8.2*	18	.	-9.7*	21	49	20	12
c1ccc(Nc2ncc3c(n2)-c2cn(-c4ccccc4)cc2CC3)cc1	58	80	57	81	91	67	.	90
COc1ccc(C2C3=C(CCCC3=O)N(c3sc4c(c3C#N)CCCC4)c3nc(N)c(C#N)c(N)c32)cc1OC (centres undefined)	84	83	119	108	104	89	95	85
CC(=O)c1ccc(NC(=O)Cn2c(Br)nc3c2c(=O)n(C)c(=O)n3C)cc1	92	94	101	100	97	100	93	92
CC(=O)C(c1ccccn1)C(C)C (centres undefined)	102	98	.	108	95	104	93	114
CNS(=O)(=O)c1ccc([N+](=O)[O-])cc1	89	88	96	90	103	97	98	82
CCCCCCC(C)c1ccccc1OS(=O)(=O)c1ccc(Cl)c(Cl)c1 (centres undefined)	84	82	85	86	96	98	89	83

Part of the list above, showing only HOP-92, EKVX and CCRF-CEM:
compound | HOP-92 | EKVX | CCRF-CEM
CO[C@]1(CO)O[C@@H](n2cc(C)c(=O)[nH]c2=O)C[C@@H]1O | 108 | 103 | 85
COc1cc(N(C)c2ccnc3ccc(C(F)(F)F)cc23)cc(OC)c1OC | 55 | 96 | 84
COc1cccc(Cn2cc3c(c2)-c2oncc2CC3)c1 | 97 | 27 | 15
O=C(Nc1ccc(C2CCNCC2)cn1)c1ccccc1 | 90 | 104 | 77

(next part)
SMILES	MOLT-4	A549/ATCC	HOP-92	M14	CCRF-CEM	EKVX	RPMI-8226	HOP-62
Cc1ccc(N=Nc2c(N)nn3c(-c4cc5cc(Br)ccc5oc4=O)ccnc23)cc1	99	113	74	65	100	72	94	48
Cc1nnc2n(-c3ccccc3)c(=O)c3cnn(-c4ccccc4)c3n12	87	82	84	101	90	98	97	72
COc1cc(C)cc2oc3oc(=N)c(-c4nc5ccccc5s4)cc3c(=O)c12	94	104	89	91	102	101	104	95
C#C[C@@]1(O)[C@@H](CO)O[C@@H](n2cc(Cl)c3c(N)ncnc32)[C@@H]1O	1.1*	-31*	-27*	-26*	5.9*	-32*	-5.6*	-4.8*
Nc1n[nH]c2cc(F)c([C@@H]3Nc4ccc5[nH]ncc5c4[C@H]4C5CCC(C5)[C@@H]34)cc12 (some centres undefined)	16	8.8*	46	-1.7*	17	47	32	26
O=c1c2sc3ccccc3c2nc2c(-c3ccccc3)n[nH]n12	88	106	72	95	80	91	115	89
Cc1cc(C)c(NS(=O)(=O)c2ccccc2)c(C)c1	100	89	82	94	100	113	.	99

Individual results from the entries so far.
EKVX with `Cc1ccc(N=Nc2c(N)nn3c(-c4cc5cc(Br)ccc5oc4=O)ccnc23)cc1` : 72
CCRF-CEM with `Cc1cc(C)c(NS(=O)(=O)c2ccccc2)c(C)c1` : 100
MOLT-4 with `COc1cc(C)cc2oc3oc(=N)c(-c4nc5ccccc5s4)cc3c(=O)c12` : 94
CCRF-CEM with `C#C[C@@]1(O)[C@@H](CO)O[C@@H](n2cc(Cl)c3c(N)ncnc32)[C@@H]1O` : 5.9*

High-throughput results (PubChem BioAssay)

Random draw from the library; any-hit rate near 13%.
